Source: PubChem BioAssay
M1 PAM: human CHRM1 positive allosteric modulation; CHO-K1 hM1, Fluo-8 calcium fluorescence, ACh EC20; 0% = ACh EC20, 100% = maximal ACh; P11229; activation, % at 3 µM; hit rate 0.088% among 360,000; in the data active = activation above about 19%, passing the limit was not always enough
Target sequence (P11229 whole entry, looked up): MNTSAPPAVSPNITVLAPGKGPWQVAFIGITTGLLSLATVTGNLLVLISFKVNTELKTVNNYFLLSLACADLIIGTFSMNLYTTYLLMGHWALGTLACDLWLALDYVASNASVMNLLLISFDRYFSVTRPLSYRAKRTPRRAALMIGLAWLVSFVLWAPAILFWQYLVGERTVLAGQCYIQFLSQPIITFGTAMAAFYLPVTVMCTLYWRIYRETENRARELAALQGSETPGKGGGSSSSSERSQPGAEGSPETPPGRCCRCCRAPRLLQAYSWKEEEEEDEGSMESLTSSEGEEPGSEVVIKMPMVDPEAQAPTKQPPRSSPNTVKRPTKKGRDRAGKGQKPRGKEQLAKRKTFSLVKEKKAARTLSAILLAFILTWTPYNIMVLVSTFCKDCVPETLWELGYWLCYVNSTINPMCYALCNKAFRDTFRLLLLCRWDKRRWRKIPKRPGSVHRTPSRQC
CHO-K1 Ca antag: nonselective inhibitor or artifact in parental CHO-K1 cells | ATP-induced calcium, Fluo-8 fluorescence | inhibition, % at 3 µM | hit rate 0.6% among 360,000;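 active = inhibition above a per-plate cutoff, the plate's mean sample inhibition plus 3 SD, cut at about 24% in these data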;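 also: 0% = DMSO plus EC80 ATP and 100% = DMSO alone without ATP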
CHO parental Ca: counter-screen: ATP calcium response change in parental CHO cells. parental CHO-K1, ATP-induced calcium, Fluo-8 fluorescence. inhibition, % at 5.6 µM. AID 463079. hit rate 0.63% among 330,000;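 active = inhibition above that plate's mean sample inhibition plus 3 SD, cut at about 26% in these data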;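 also: 0% = ATP-challenged DMSO wells and 100% = DMSO wells without ATP; some compounds past the cut are filed as inactive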
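Assay system – parental CHO cells · Reagent – ATP stimulus · Detection – intracellular calcium via Fluo-8 no-wash fluorescent dye · Evaluation – percent inhibition of ATP-evoked calcium rise, normalized to controls · Controls – ATP wells versus no-ATP DMSO wells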
CHRM4 antagonist: antagonists of human muscarinic M4 receptor (CHRM4). CHO-hM4 cells, ACh EC80, Fluo-8 calcium fluorescence. inhibition, % at 3 µM. hit rate 0.73% among 360,000. AID 624125;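 active = inhibition above its plate's cutoff, the mean inhibition of sample wells plus 3 SD, cut at about 27% in these data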;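 also: 0% = acetylcholine EC80 with DMSO and 100% = DMSO without agonist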
Target sequence (P08173 whole entry, looked up): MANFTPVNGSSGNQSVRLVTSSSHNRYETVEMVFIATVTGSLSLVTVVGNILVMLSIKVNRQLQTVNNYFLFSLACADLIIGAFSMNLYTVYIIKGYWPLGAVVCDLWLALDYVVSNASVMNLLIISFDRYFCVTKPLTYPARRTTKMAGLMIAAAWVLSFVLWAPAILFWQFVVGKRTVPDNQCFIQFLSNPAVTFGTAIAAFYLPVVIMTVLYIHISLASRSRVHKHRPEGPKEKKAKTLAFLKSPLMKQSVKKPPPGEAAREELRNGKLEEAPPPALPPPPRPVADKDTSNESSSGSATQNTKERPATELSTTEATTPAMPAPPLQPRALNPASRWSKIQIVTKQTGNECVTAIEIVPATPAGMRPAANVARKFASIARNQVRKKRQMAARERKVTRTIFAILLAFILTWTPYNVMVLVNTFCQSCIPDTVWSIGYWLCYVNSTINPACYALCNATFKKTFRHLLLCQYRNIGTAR
M1 ag: agonists of human M1 muscarinic receptor | AID 588814 | activation, % at 3 µM | hit rate 0.33% among 360,000 | CHO-K1 hM1, Fluo-8 calcium fluorescence, agonist mode; 0% DMSO, 100% acetylcholine EC100 | P11229;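 active = activation above the run's mean compound activation plus 3 SD, cut at about 16% in these data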;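 also: peak over basal fluorescence ratio within a 140 s kinetic read after compound addition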
CHRM1 antagonist: human CHRM1 antagonism. CHO-K1 hM1, Fluo-8 calcium fluorescence, ACh EC80 antagonist. AID 588852. inhibition, % at 3 µM. hit rate 1.3% among 360,000;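 active = percent inhibition above its own plate's cutoff, namely the mean of that plate's compound wells plus 3 SD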;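 also: peak over basal fluorescence ratio during 140 s after agonist addition; 0% = ACh EC80 plus DMSO and 100% = DMSO alone without agonist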
CHO-K1 Ca ag: nonselective activator or artifact in parental CHO-K1 cells | Fluo-8 calcium fluorescence; scaled to maximal ATP response, vehicle zero | activation, % at 3 µM | hit rate 0.48% among 360,000; in the data active = activation above about 15%;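 also: untransfected CHO-K1 host cells lacking M1 receptor as counterscreen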
OXTR potentiate: potentiates the human oxytocin receptor response. activation, % at 3 µM. AID 2445. P30559. hit rate 0.061% among 320,000. CHO-OTR cells, Fluo-8 calcium fluorescence, potentiator mode; 0% = oxytocin EC15, 100% = EC100;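 active = activation above that plate's cutoff, the mean activation of tested compounds plus 3 SD, cut at about 6.6% in these data, passing the limit was not always enough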;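 also: 100% uses oxytocin at 75 nM as the full agonist control; some results filed as inactive read as strong as hits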
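Assay system: CHO cell line stably expressing human OTR | Also added: Oxytocin at about EC15, sub-maximal agonist stimulus | Times: Compound 6 min at room temperature before oxytocin, 100 s read | Measured by: Fluo-8 intracellular calcium fluorescence, ex 470-495, em 515-575 nm | Controls: EC15 oxytocin alone as 0%, 75 nM oxytocin as 100%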
CHRM4 agonist: agonists of human muscarinic M4 receptor (CHRM4); P08173; CHO-K1 hM4/Gqi5, Fluo-8 calcium fluorescence; vehicle 0%, full acetylcholine response 100%; activation, % at 3 µM; hit rate 0.14% among 360,000;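 active = activation above the run mean over all test wells plus 3 SD, cut at about 32% in these data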;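 also: peak over basal fluorescence ratio per well then scaled between controls; 0% = DMSO wells and 100% = acetylcholine at EC100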
* = called active by the depositor; / = no result given.

Every second line gives: M1 PAM | CHO-K1 Ca antag | CHO parental Ca | CHRM4 antagonist | M1 ag | CHRM1 antagonist | CHO-K1 Ca ag | OXTR potentiate | CHRM4 agonist
O=S(=O)(Cc1ccc(Cl)cc1)Nc1ccc2c(c1)OCO2
    4 | -13 | -14 | -3 | -4 | -13 | 0.7 | -2 | 0
COc1ccc(NC(=O)Cn2nnc(C(=O)NCc3ccc(C)cc3)c2N)cc1OC
    12 | -9 | -19 | -5 | -3 | -14 | -0.3 | -1 | 1
O=C(Cc1ccc(F)cc1)NCCc1cnc[nH]1
    -6 | -1 | -3 | 11 | -4 | 15 | 6.7 | -17 | 20
O=C(COc1ccc2c(-c3ccccc3)cc(=O)oc2c1)Nc1ccc(CCO)cc1
    -11 | 26* | 14 | 2 | 5 | 24 | 18* | -8 | 14
CCOC(=O)c1c(NC(=O)C(=O)N/N=C(\C)c2ccc(OC)cc2)sc2c1CCCCC2
    5 | -10 | -12 | 0 | -3 | 0 | 0.9 | 0 | 0
Cc1cccc(C)c1NC(=O)N1CCN(c2nc3ccccc3s2)CC1
    1 | -7 | -18 | -4 | -1 | -4 | 2.5 | -12 | 4
Cc1cc(SCC(=O)NN=C2CCN(C(C)C)CC2)c(C)cc1Br
    12 | 0 | -17 | -9 | -8 | -6 | -0.1 | -7 | 2
COCC(=O)N1CCC(Oc2ccc(C(=O)N3CCSCC3)cc2)CC1
    6 | -3 | 6 | -4 | -2 | -4 | 0.4 | -4 | 1
O=C(NCCc1c[nH]c2ccccc12)c1cncc(Br)c1
    3 | -21 | -11 | -10 | -5 | -1 | 4.6 | 1 | 7
O=C(O)COc1ccccc1/C=N/Nc1ccc(S(=O)(=O)N2CCOCC2)cc1[N+](=O)[O-]
    12 | -6 | -14 | 0 | -6 | -17 | -0.1 | -7 | 2
CCOC(=O)c1c(CSC(=N)N)n(-c2ccccc2)c2cc(Br)c(OC(C)=O)cc12
    15 | -5 | 0 | 1 | 1 | -11 | 0.9 | -9 | 4
Fc1ccccc1N1CC(c2ccccc2)C(c2cccs2)=N1 (stereo not given)
    -8 | 17 | -15 | 1 | -4 | 14 | -0.4 | -4 | -2
O/C(=C\c1nc2ccccc2nc1/C=C(\O)c1ccccc1)c1ccccc1
    -8 | 6 | -16 | 4 | -6 | 16 | 0.2 | -9 | 3
O=C(c1cc(COc2cccc(C(F)(F)F)c2)on1)N1CCSCC1
    6 | 15 | 3 | -4 | -5 | -13 | 0.2 | -11 | 2
O=C1NC(NS(=O)(=O)c2ccc(Cl)cc2)(C(F)(F)F)C(=O)N1Cc1cccnc1 (stereo not given)
    -7 | 0 | -3 | 6 | -1 | 11 | 0.1 | 2 | 0
CC1(C)Cc2c(sc(NC(=O)C(=O)NCC3CCCO3)c2C(=O)O)CO1 (stereo not given)
    12 | 1 | 4 | -7 | 1 | -4 | -0.4 | -4 | 0
O=c1c2cnn(-c3ccccc3)c2ncn1Cc1ccccn1
    3 | 3 | -10 | -15 | -1 | 1 | 0.2 | -14 | 2
O=C(c1ccc(Br)o1)N1CCN(CCc2ccncc2)CC1
    -29 | -14 | 8 | 1 | -8 | 44* | 1.3 | -9 | 1
CCn1nc(C)c(CN2CCCC(C(=O)c3cccc(OC(C)C)c3)C2)c1C (stereo not given)
    -31 | -2 | -14 | 17 | -11 | 95* | 5.7 | -8 | 6
CN1CCN(c2ccc3c(c2)C2CC3CCN2C(=O)OCc2ccccc2)CC1 (stereo not given)
    -12 | 1 | / | 3 | -9 | 0 | 1.0 | / | 4
CC(C)NC(=O)Cn1cc(C#N)c2cc(Br)ccc21
    17 | -1 | -9 | 7 | 0 | -9 | 0.4 | -3 | 1
CCOC(=O)Cn1c(=O)cc(C)c2ccccc21
    7 | -21 | 3 | -5 | -3 | -5 | 0.0 | -13 | 1
CC(=O)Nc1ccc(C(=O)OCC(=O)Nc2c(C)n(C)n(-c3ccccc3)c2=O)cc1
    12 | 15 | 9 | -5 | -3 | -14 | 0.1 | -1 | 1
CNc1nc(NCC2CCCCC2)c2sccc2n1
    -4 | 0 | / | 2 | 6 | -2 | 12 | / | 18
COc1ccc(/C=N/NC(=O)CCn2nc(C)cc2C)cc1
    10 | -9 | -13 | -15 | -3 | -13 | 0.8 | -1 | 1
O=C(NCC1CCCO1)c1ccccc1-c1nc(-c2ccccc2F)no1 (stereo not given)
    2 | -7 | -20 | -5 | -1 | 4 | 3.1 | -4 | 8
CC(C)N1C(=O)C(=O)N(CC(=O)N2CCc3ccccc32)C1=O
    8 | -2 | -11 | 0 | -3 | -6 | -0.1 | -5 | 0
CC(=O)c1cccc(NC(=O)c2ccc(-c3ccccc3[N+](=O)[O-])o2)c1
    -10 | 0 | -26 | 14 | 0 | 8 | 13 | -9 | 26
Cc1ccc(S(=O)(=O)/N=C(/Nc2ccccn2)c2ccc(Cl)cc2)cc1
    6 | -6 | -16 | -2 | -4 | -12 | 0.1 | -2 | 0
CCN(CC(=O)Nc1ccc(OC)cc1)CC(=O)Nc1cccc(C#N)c1
    5 | 10 | -26 | -9 | -2 | -8 | 1.1 | -10 | 3
Cc1ccc(NC(=O)CSc2nnc(N)s2)cc1S(=O)(=O)N1CCOCC1
    15 | -1 | 8 | -11 | -1 | -14 | 0.2 | 5 | 1
CCC(C)NC(=O)c1cnn2c1NC(c1cccs1)CC2C(F)(F)F (stereo not given)
    12 | 0 | 1 | 7 | -4 | -11 | 0.1 | -13 | 1
CC1CCN(CCCNC(=O)c2ccc3c(=O)n(CCc4ccccc4)c(=O)[nH]c3c2)CC1
    -2 | 1 | -13 | 7 | -5 | 16 | 0.1 | -3 | 0
NC(=O)NCc1ccccc1Cl
    11 | -11 | 7 | 9 | -6 | -11 | 0.0 | -14 | 0
COc1ccccc1S(=O)(=O)N(C)C[C@H]1OCc2cnnn2CCCC(=O)N([C@H](C)CO)C[C@H]1C
    -3 | -5 | / | 0 | -7 | -6 | 0.9 | / | 3
COc1cc(C(c2sc3nc(C)nn3c2O)N2CCOCC2)cc(OC)c1OC (stereo not given)
    5 | -13 | -4 | -10 | -3 | -16 | 0.3 | 3 | 1
COc1ccc(-c2cn3nc4c(nc3n2)CCCC4)cc1
    -4 | -15 | / | -7 | -3 | -22 | 0.6 | / | 1
COCCN(C(=O)COC(=O)c1sccc1C)c1c(N)n(Cc2ccccc2)c(=O)[nH]c1=O
    7 | 3 | -6 | -4 | 0 | -9 | 0.1 | -9 | 1
CC1(OC(=O)c2cccs2)C(=O)C=C2C=C3CCCN3C=C2C1=O (stereo not given)
    9 | -14 | 4 | 0 | -2 | -4 | 0.5 | 9 | 1
CCn1cc(C(=O)NCC2CCCO2)c(=O)c2cc(S(=O)(=O)N3CCC(C)CC3)ccc21 (stereo not given)
    3 | -8 | -6 | -4 | -4 | 7 | 1.0 | 0 | 1
CCc1ccc(-c2ccc(SCC(=O)Nc3nnc(C)s3)nn2)cc1
    -2 | 7 | -4 | -12 | -4 | 12 | -0.6 | 3 | 0
O=C(c1ccccc1)N1CCC(c2nc(-c3ccc(S(=O)(=O)N4CCOCC4)cc3)no2)CC1
    2 | -5 | -4 | -1 | 0 | 0 | 6.3 | -14 | 10
O=C(NN1C(=O)/C(=C/c2cccc(O)c2)SC1=S)c1ccccc1O
    12 | -1 | -2 | -5 | 1 | -8 | 0.1 | -9 | 2
N#Cc1c2c(nc(N)c1-c1ccccc1)CCCCC2
    -5 | -2 | -14 | -6 | -5 | -2 | 0.7 | -3 | -1
O=C(NC1CC1)C(=O)c1c(-c2ccccc2)[nH]c2ccccc12
    -1 | 21 | -9 | -1 | -4 | -2 | -0.2 | -1 | 2
NC(=O)NC(=O)COC(=O)c1cccnc1Nc1ccccc1F
    5 | -12 | -12 | -2 | -2 | -9 | 0.4 | -1 | 1
CCOC(=O)c1c(NC(=O)COC(=O)c2cnccn2)sc(C(=O)NC)c1C
    8 | -10 | -12 | -11 | -4 | -7 | 0.5 | -4 | 2
CS(=O)(=O)Nc1ccccc1C(=O)N1CCCC1
    7 | -3 | 8 | 4 | -3 | -10 | 0.1 | -5 | 0
CCNc1nc(NCC)nc(OCCOC(=O)Nc2ccccc2)n1
    4 | -19 | -24 | -5 | -6 | -3 | 1.3 | -7 | 2
COc1cc(C2NC(=O)N(C)C(C)=C2C(=O)OCc2ccccc2)cc(Br)c1O (stereo not given)
    14 | 3 | 0 | -6 | -1 | -17 | 1.8 | -2 | 3
Nc1nc(SCC(=O)N2CCCC2)[nH]c(=O)c1-c1ccccc1
    6 | 8 | -6 | 5 | -2 | -5 | -0.4 | -5 | 0
O=C(NCCC1CCCCN1S(=O)(=O)c1cccs1)C(=O)NCc1ccccc1 (stereo not given)
    3 | 6 | -26 | 2 | -3 | -4 | 0.4 | -10 | 2
NS(=O)(=O)c1ccc(CCNC(=O)c2cc3ccccc3s2)cc1
    3 | -12 | 23 | -32 | -6 | -8 | 5.9 | -15 | 7
COc1ccc(NC(=O)c2cc(=O)[nH]c3ccccc23)cc1S(=O)(=O)N1CCOCC1
    16 | 1 | / | 1 | -5 | -6 | 0.0 | / | 2
O=C(c1ccccc1)n1c(=S)nc2ccccn21
    6 | -3 | -15 | 6 | -3 | -10 | 0.5 | 5 | 0
COc1ccccc1-n1ccn(CC(=O)Nc2ccc(C)cc2Cl)c(=O)c1=O
    8 | 0 | -2 | 3 | -3 | -21 | 0.6 | 4 | 0
NC(=O)C(c1ccc(Cl)cc1Cl)c1ncc(C(F)(F)F)cc1Cl (stereo not given)
    -1 | -9 | -24 | -5 | -7 | -6 | 0.7 | -9 | -1
CCOc1ccc(Br)cc1S(=O)(=O)Nc1ncn[nH]1
    15 | -11 | -10 | 4 | 0 | -20 | 3.2 | -12 | 1
Cc1nc2c(-c3ccc(F)cc3)c(C)[nH]n2c(=O)c1Cl
    3 | -3 | -7 | 6 | 0 | 1 | -0.6 | 5 | 0
O=C(COc1ccccc1[N+](=O)[O-])Nc1cccnc1
    3 | -7 | -5 | -3 | -5 | -3 | 2.4 | -4 | 2

CHRM1 antagonist, hit marks shown above
| compound | M1 PAM | CHRM4 antagonist | M1 ag | CHRM1 antagonist | OXTR potentiate | CHRM4 agonist |
| --- | --- | --- | --- | --- | --- | --- |
| O=C(c1ccc(Br)o1)N1CCN(CCc2ccncc2)CC1 | -29 | 1 | -8 | 44* | -9 | 1 |
| CCn1nc(C)c(CN2CCCC(C(=O)c3cccc(OC(C)C)c3)C2)c1C (stereo not given) | -31 | 17 | -11 | 95* | -8 | 6 |
